# All columns: NCI-60 one-dose screen, growth in % after 48 h at 10 µM unless noted; 100 = growth as untreated, 0 = no growth, -100 = all killed.
# COLO 205: COLO 205 colon cancer | AID 1794742 | 79,000 tested, 7.3% active
# HT29: HT29 colon cancer. 81,000 tested, 7.4% active
# NCI-H23: NCI-H23 lung cancer. 80,000 tested, 4% active. AID 1794731
# NCI-H322M: NCI-H322M lung cancer. 80,000 tested, 2.7% active
# HCT-15: HCT-15 colon cancer. 82,000 tested, 5.2% active
# NCI-H522: NCI-H522 lung cancer | 78,000 tested, 8% active | AID 1794739
# NCI-H460: NCI-H460 lung cancer. 82,000 tested, 6.8% active. AID 1794736
# NCI-H226: NCI-H226 lung cancer; 79,000 tested, 3.5% active; AID 1794732
# SW-620: SW-620 colon cancer. 82,000 tested, 5.2% active. AID 1794795
# * = called active by the depositor; . = no result given; & = joins results of further samples. Rule for the calls: active = growth percent below 10; inactive = the rest. An excerpt (hit frequency here may not be typical).
# Start of the listing, in advance, seven compounds:
smiles,HT29,NCI-H460,HCT-15,COLO 205,NCI-H23,SW-620,NCI-H522,NCI-H226,NCI-H322M
NC(c1ccccc1)C(O)c1ccccc1 (stereo not given),107&98,111&107,105&96,114&105,113&100,107&101,90&102,106&98,116&109
Oc1ccc(-c2ccccc2)cc1,109,110,99,114,105,110,.,103,133
CN1CCC(O)(c2ccccc2)C(C(=O)c2ccccc2)C1 (stereo not given),102&113,109&108,101&116,94&124,95&112,112&112,94&112,93&91,103&109
Nc1ccc(N)cc1,108,103,118,130,94,105,98,96,100
CC1(C)N=C(N)N=C(N)N1c1ccc(OCC(=O)Nc2cccc(S(=O)(=O)F)c2)cc1,92,106,99,111,99,104,94,94,101
Cc1c(C)c([N+](=O)[O-])c(C)c(C)c1[N+](=O)[O-],100,113,100,119,112,112,80,100,121
CC(C(O)c1ccc(Cl)cc1)N1CCCCC1 (stereo not given),95,102,98,99,93,98,94,93,90

# The list itself (from the top)
smiles,HT29,NCI-H460,HCT-15,COLO 205,NCI-H23,SW-620,NCI-H522,NCI-H226,NCI-H322M
NC(c1ccccc1)C(O)c1ccccc1 (stereo not given),107&98,111&107,105&96,114&105,113&100,107&101,90&102,106&98,116&109
Oc1ccc(-c2ccccc2)cc1,109,110,99,114,105,110,.,103,133
CN1CCC(O)(c2ccccc2)C(C(=O)c2ccccc2)C1 (stereo not given),102&113,109&108,101&116,94&124,95&112,112&112,94&112,93&91,103&109
Nc1ccc(N)cc1,108,103,118,130,94,105,98,96,100
CC1(C)N=C(N)N=C(N)N1c1ccc(OCC(=O)Nc2cccc(S(=O)(=O)F)c2)cc1,92,106,99,111,99,104,94,94,101
Cc1c(C)c([N+](=O)[O-])c(C)c(C)c1[N+](=O)[O-],100,113,100,119,112,112,80,100,121
CC(C(O)c1ccc(Cl)cc1)N1CCCCC1 (stereo not given),95,102,98,99,93,98,94,93,90
CC(C)c1cc(C(C)(C)c2ccc(O)c(C(C)C)c2)ccc1O,91,72,64,85,55,77,55,76,85

# Full records from above. Order of screens: HT29, NCI-H460, HCT-15, COLO 205, NCI-H23, SW-620, NCI-H522, NCI-H226, NCI-H322M
# `CC(C(O)c1ccc(Cl)cc1)N1CCCCC1` (stereo not given) in the list: 95, 102, 98, 99, 93, 98, 94, 93, 90
# `CC(C)c1cc(C(C)(C)c2ccc(O)c(C(C)C)c2)ccc1O` in the list: 91, 72, 64, 85, 55, 77, 55, 76, 85

# (further entries)
smiles,HT29,NCI-H460,HCT-15,COLO 205,NCI-H23,SW-620,NCI-H522,NCI-H226,NCI-H322M
COc1cc(C=O)cc(OC)c1OC,108,109,107,109,101,110,101,109,101
CCOP(=S)(OCC)N1CC1,103,107,100,105,95,112,.,.,107
CCC1(CC)COP(=O)(OCC(Cl)CCl)OC1 (stereo not given),105,111,102,94,106,102,.,105,114
Sc1c(Cl)c(Cl)c(Cl)c(Cl)c1Cl,97,103,111,100,90,103,90,99,93
COc1ccc(Nc2nc(-c3ccccc3)c[se]2)cc1,103,95,95,111,86,95,76,79,80
CCC(CO)NC1CCCCC1 (stereo not given),5.7*,100,76,43,87,35,68,114,97
C[C@]12CCC(=O)C=C1C=C[C@@H]1[C@@H]2CC[C@]2(C)OC(=O)CC[C@@H]12,.,104,92,104,107,104,95,107,93
CN1CC(=O)N(O)C1(C)c1cccnc1 (stereo not given),98,105,97,111,104,111,95,95,99
CN(C)CC1CCCCC1=O (stereo not given),106&122,115&119,106&102,104&105,101&99,99&117,97&88,100&114,101&101
C/C=C1/CN2CCC1CC2C(O)c1ccnc2ccc(O)cc12 (stereo not given),94,96,96,107,100,98,101,92,94
CC(NC(C)(C)C)C(=O)c1cccc(Cl)c1 (stereo not given),98,112,100,100,88,109,95,91,101
CCOP(=O)(OCC)OC(C[N+](=O)[O-])C(Cl)(Cl)Cl (stereo not given),104,104,101,105,99,99,112,103,89
COC(=O)COc1ccc(Cl)cc1Cl,104,104,100,122,96,97,95,96,107
CC1=CP(=O)(Oc2ccc([N+](=O)[O-])cc2)CC1 (stereo not given),107,.,92,104,95,88,97,98,.
CC(Cl)(CCl)C(N)=O (stereo not given),111,105,103,100,116,96,.,98,116
C=CCCC1(CC)C(=O)NC(=O)NC1=O,109,102,98,124,121,100,102,98,108
CC(=O)OCC1CC2(Cl)C(Cl)=C(Cl)C1(Cl)C2(Cl)Cl (stereo not given),93,114,99,104,107,105,91,94,96
CCCNC(=O)C[C@@H](CCC(F)(F)F)C(=O)N[C@H]1N=C(c2ccccc2)c2ccccc2N(C)C1=O,96,111,98,103,98,115,100,105,98
CCC1C2CC3C4N(C)c5ccccc5C45CC(C2C5O)N3C1O (stereo not given),105&91,102&111,106&111,105&97,96&101,92&101,78,103&88,108&86
O=C(O)C1C(C(=O)O)C2(Cl)C(Cl)=C(Cl)C1(Cl)C2(Cl)Cl (stereo not given),103,111&101,106&105,119&101,100&97,101&99,123&97,114&98,117&106
O=C(/C=C/c1sc(N(CCCl)CCCl)nc1Cl)c1ccc(Br)cc1,72,85,62,98,103,55,79,92,99
c1cc(CCNC2CCCCC2)ccn1,104,109,108,125,104,104,116,97,116
Clc1ccc(-c2csc3cccc[n+]23)cc1,89,105,98,98,98,99,81,98,80
CC12CCC(=O)C=C1CCC1C2CCC2(C)C(C(=O)COC(=O)Cc3ccc(N(CCCl)CCCl)cc3)CCC12 (stereo not given),89,41,86,88,94,76,82,73,180
Nc1ccc(CCc2ccc(Cl)cc2S(=O)(=O)F)c(Cl)c1,.,110,87,111,94,110,92,98,106
CC(=O)Nc1c2sscc-2n(C)c1=O,-76*,-77*,-100*,-87*,-95*,-99*,-91*,-100*,-100*
C[C@]12CC[C@H]3[C@@H](CC=C4C[C@@H](O)CC[C@@]43C)[C@@H]1CC(=O)[C@@H]2O,99,113,113,108,97,101,88,84,91
O=C1CC(=O)NC(=O)N1,100,108,97,118,99,101,86,103,101
NC(CSP(=O)(O)O)=NCC12CC3CC(CC(C3)C1)C2,96,110,105,121,117,107,70,122,121
O=[N+]([O-])c1ccc(P(=O)(O)O)cc1,100,103,103,103,105,105,92,98,101
NC(=O)OCCc1ccccc1,119,107,104,109,109,107,104,104,107
NC(=O)C1(c2ccccc2)CCN(Cc2ccccc2)CC1,106,106,104,114,98,102,98,98,106
OC1C(O)C2CC1C1C2C2(Cl)C(Cl)=C(Cl)C1(Cl)C2(Cl)Cl (stereo not given),96,86,86,97,83,91,62,90,101
OC1CC2CC1C1C2C2(Cl)C(Cl)=C(Cl)C1(Cl)C2(Cl)Cl (stereo not given),83,84,75,98,107,92,.,92,106
CCOP(=O)(NC(C)C)OCC,104,122,106,101,101,113,98,102,130
O=P(N1CCCCCC1)(N1CCCCCC1)N1CC1,100,101,102,111,107,111,80,103,.
O=c1[nH]c(N2CC3CC(C2)c2cccc(=O)n2C3)nc2sc(-c3ccccc3)cc12 (stereo not given),102,102,103,123,98,87,83,92,107
CCCCCCOc1ccc(C(=O)Oc2ccc(CSP(=O)(OCC3OC(n4cnc5c(N)ncnc54)CC3O)OC3C(CO)OC(n4ccc(=O)[nH]c4=O)C3OC)cc2)cc1 (stereo not given),58,102,93,.,92,109,67,105,93
C[C@]12C=CCC[C@@H]1CC[C@@H]1[C@@H]2CC[C@]2(C)[C@@H](O)CC[C@@H]12,103,103,104,.,105,105,83,88,104
CSc1ccccc1NP1(=O)OCC(C)([N+](=O)[O-])CO1 (stereo not given),105,101,93,116,106,101,103,98,126
CCO[P+](=O)Oc1ccccc1 (stereo not given),104,106,103,109,107,103,103,105,108
CCCCCCCCCCCCCCCC[n+]1ccccc1,-59*,-83*,15&17,-72*,-25*,-29*,-68*,-1.0*,40&11
O=C1C=CC(=O)O1,95&112,93&103,99&103,103,101&110,100&116,87&117,109&103,100&103
CCOP(=O)(NC)OCC,109,104,112,117,96,108,112,94,122
Cc1ccc(Nc2nc(-c3ccccc3)c[se]2)cc1,111,100,92,108,82,96,74,80,84
O=C1NC(=O)C(=Cc2cccn2CCCCCCn2c3ccccc3c(=O)c3ccccc32)C(=O)N1,105,101,90,105,84,97,93,89,94
c1cnc2[nH]cc(-c3csc(-c4cn(CCCCN5CCOCC5)c5ccccc45)n3)c2c1,-45*,31,5.2*,-78*,81,18,49,72,79
Cc1ccccc1O,110,117,106,105,105,112,99,97,114
CCCCn1cc(C(=O)/C(C#N)=C/c2cc3ccccc3nc2Cl)c2cc(OC)ccc21,90,101,94,104,93,45,100,84,98
Cc1cc[n+](C)cc1,93,111,111,123,104,117,107,108,100
Cc1ccc(CCl)cc1,108,115,103,108,98,105,97,101,100
CC1=C(C)CC2(C(=O)NC(=S)NC2=O)C(C)C1 (stereo not given),98,101,103,112,98,103,106,96,112
COc1cc2c(cc1OC)C(c1cccc(Cl)c1)=NN=C(C)C2,100,98,95,115,98,100,88,89,90
CCC1(c2ccccc2)C(=O)NC(=S)NC1=O,104,107,106,101,92,102,100,99,.
CCCCCCCC[n+]1ccc2ccccc2c1,42,74,100,59,36,76,30,61,99
CC(=O)O[C@@H]1[C@@H]2[C@H]([C@H](OC(C)=O)[C@H](OC(C)=O)/C(C)=C/C34OC3(CC(C)C4OC(=O)Cc3ccccc3)C(=O)[C@@H]1C)C2(C)C (stereo not given in full),103,105,100,105,99,102,89,96,90

# (continued)
smiles,HT29,NCI-H460,HCT-15,COLO 205,NCI-H23,SW-620,NCI-H522,NCI-H226,NCI-H322M
C=CC(O)CN1CC1 (stereo not given),97,108,101,96,99,98,74,103,108
CCCC(OC(C)=O)P(=O)(OCC)OCC (stereo not given),108,102,98,106,109,106,110,97,111
O=C(NC1=NCC[Se]1)c1ccccc1O,92,16,82,124,66,73,61,63,49
CC(N)CCc1ccc2c(c1)OCO2 (stereo not given),91,107,97,113,92,107,95,104,93
N#CCN1CCN(c2ccccc2)CC1,83,112,104,95,98,106,82,95,90
O=C1NC(=O)C2(CCN(S(=O)(=O)c3ccccc3)CC2)C(=O)N1,114,107,104,110,97,105,.,105,133
c1ccc([C@H]2N[C@H]2c2ccccc2)cc1,100,108,110,117,99,107,81,97,97
CC1(C)N=C(N)N=C(N)N1c1cccc(CCCCc2ccc(S(=O)(=O)F)cc2Cl)c1,34,21,44,52,47,35,66,78,.
CC(=O)Cc1ccccc1Cl,85,102,97,102,88,102,78,95,86
N#CC(C#N)=Cc1cccc(F)c1,104,105,105,115,102,109,99,103,104
CCC(/C=N/N=C(N)N)=N\N=C(N)N,71,71,84,68,92,84,93,93,72
COc1ccc(/C=C2\N=C(c3cccnc3)OC2=O)cc1,97,106,105,109,100,101,105,93,99
Cc1cc([N+](=O)[O-])c(O)c([N+](=O)[O-])c1C,108,103,99,107,99,106,96,101,111
C[C@]12CC[C@H](O)C[C@@H]1CC[C@@H]1[C@@H]2CC[C@]2(C)OC(=O)CC[C@@H]12,80,109,95,73,108,115,81,102,87
C=C(C)[C@H]1CN[C@H](C(=O)O)[C@H]1CC(=O)O,102,117,105,122,110,102,107,95,95
COc1cc2c(O[C@@H]3OC[C@H](O)[C@H](O)[C@H]3O)c3c(c(-c4ccc5c(c4)OCO5)c2cc1OC)C(=O)OC3,39,72,70,12,73,69,14,81,82
COc1cc(OC)c(S(=O)(=O)N(CCCl)CCCl)cc1C1=NN(C=O)C(c2ccc(Cl)cc2)C1 (stereo not given),88,94,74,102,.,100,87,72,105
N#CC1=C(N)Oc2c(c(=O)oc3ccccc23)C1c1cc(=O)oc2ccc(Cl)cc12 (stereo not given),94,104,99,104,92,98,72,98,97
N#Cc1nc(-c2ccc(Cl)cc2)oc1N1CCC(S(=O)(=O)F)CC1,90,97,92,113,92,94,92,93,100
CN(N=O)C(=O)NC(N)=O,99,111,104,106,107,116,99,100,105
COc1cc2c(cc1OC)C(C)NCC2 (stereo not given),115,104,97,114,93,.,98,151,110
C=C1C(=O)OC2CC3(C)OC3C3OC3C3=CC(OC3=O)C12 (stereo not given),80&98,105&114,36&46,-77*,101&94,7.8*,-77*,.,101&99
C1CCC2CN(CCCN3CCOCC3)CC2C1 (stereo not given),97,.,94,104,99,97,85,104,109
c1ccc(C2CN2C2CCCCC2)cc1 (stereo not given),100,106,101,107,109,102,101,97,96
CNC(Cc1ccccc1)c1ccc(C)cc1 (stereo not given),96,97,93,103,101,94,96,88,103
Nc1nnc(Sc2nc3ccc(Cl)cc3c(=O)n2-c2ccccc2)s1,105,108,97,112,94,102,96,96,115
COc1ccc2c(c1)c(-c1nc(-c3c[nH]c4ncccc34)cs1)cn2CCCCN1CCCCC1,-72*,-70*,-77*,-76*,1.3*,-72*,-69*,40,-20*
COC(=O)C(Br)C(C)Br (stereo not given),103,111,105,112,110,103,.,97,108
CC(=O)[C@H]1[C@H](N2CC2)C[C@H]2[C@@H]3CC=C4C[C@@H](O)CC[C@]4(C)[C@H]3CC[C@@]21C,88&87,86&86,84&91,108&100,96&97,100&101,94&67,90&97,104&111
